High-throughput results: PubChem BioAssay, National Center for Advancing Translational Sciences (NCATS)
TRHR ag: activates the human TRH receptor; TRHR cells, calcium flux fluo-8, FDSS agonist mode; 360,000 compounds, 0.18% hits; activation, % at 2 µM; in the data active = activation above about 30%; note: 0% is about no effect
Target sequence (P34981 whole entry, looked up): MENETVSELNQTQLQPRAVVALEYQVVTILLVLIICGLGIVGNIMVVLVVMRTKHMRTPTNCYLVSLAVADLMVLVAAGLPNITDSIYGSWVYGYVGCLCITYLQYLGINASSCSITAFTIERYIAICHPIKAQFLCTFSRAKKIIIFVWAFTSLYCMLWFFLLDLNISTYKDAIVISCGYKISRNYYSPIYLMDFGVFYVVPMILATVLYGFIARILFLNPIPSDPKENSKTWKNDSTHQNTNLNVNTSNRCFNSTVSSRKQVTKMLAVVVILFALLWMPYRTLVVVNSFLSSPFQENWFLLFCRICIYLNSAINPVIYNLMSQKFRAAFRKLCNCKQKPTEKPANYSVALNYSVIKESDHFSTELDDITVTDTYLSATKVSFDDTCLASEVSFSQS
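Fluo-8-loaded TRHR cells; 10 s baseline, compound added, kinetic Ca2+ fluorescence read 1/s, agonist mode.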
D2 ag: D2 dopamine receptor (human) agonism. P14416. 340,000 compounds, 0.53% hits. activation, % at 2 µM. HEK293 T-REx D2 cells, calcium flux agonist mode;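 active = activation over 3 SD above normal in the single-dose calcium agonist read, cut at about 30% in these data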; note: 0% is about no effect
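HEK293 Trex D2 cells, tetracycline-induced, o/n 30 C 5% CO2; no-wash Ca dye, RT 30–90 min; 10-cycle baseline, 23 nl cpd added, kinetic Ca read 180 s; agonist hits = positive Ca response.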
USP1-UAF1 inh: USP1/UAF1 (human) deubiquitinase inhibition | O94782 | recombinant USP1/UAF1, Ub-Rhodamine cleavage fluorescence | Potency, µM (doses to about 57.1 µM), for the others: at the highest dose activity change, negative = inhibition, actives largely listed as inhibitors | 390,000 compounds, 0.23% hits; note: potency is the fitted concentration of half-maximal effect; % is set by controls: 0 for no effect and ±100 for the full control effect; nearly all actives have a fitted effect of over 60% in size; inactives centre near -12
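High-throughput fluorogenic screen: 1nM USP1/UAF1 complex, Ub-Rho substrate 150nM final, 50mM HEPES pH 7.8 with 0.5mM EDTA, 0.1 mg/ml BSA, 1mM TCEP and 0.01% Tween-20.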
mIDH1 inhibitor: blocks human mutant IDH1 R132H enzyme; IDH1-R132H enzyme, NADPH consumption, diaphorase/resazurin fluorescence; Potency, µM (series often up to 76.6 µM), inactives show at the top dose activity change, negative = inhibition, usual class: inhibitors; 390,000 compounds, 0.093% hits; O75874; note: potency is the fitted concentration of half-maximal effect; % is set by controls: 0 for no effect and ±100 for the full control effect; nearly all actives have a fitted effect of over 65% in size
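IDH1-R132H (0.5 ug/mL dispensed) in pH 7.5 Tris buffer was preincubated 30 min with compound, then given a substrate mix of 0.016 mM NADPH and 2 mM alpha-KG for 80 min at room temperature; remaining NADPH was read by diaphorase/resazurin fluorescence.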
PI4K2A inh: PI4K2A (human) kinase inhibition; Q9BTU6; purified PI4K2A, ADP-Glo luminescence, 1 h; stronger effect = lower value; activity change, negative = inhibition, % at 76.9 µM; 420,000 compounds, 0.13% hits; AID 1346378; in the data active = activity change below about -50%; inconclusive = mostly about -30% to -49%;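 note: -100% = wells without enzyme as full effect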
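In this quantitative HTS, ADP production by PI4K2A was quantified luminescently after 1 h at ambient temperature; 100 microM adenosine served as plate-quality control.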
TrxR1 inh: rat TrxR1 inhibition | O89049 | recombinant rTrxR1, NADPH fluorescence consumption, selenite substrate | Potency, µM (titrated, usually from 114 µM), for inactives: at the top dose activity change, negative = inhibition, hits mostly inhibitors | 390,000 compounds, 1% hits; note: potency is the fitted concentration of half-maximal effect; % is set by controls: 0 for no effect and ±100 for the full control effect; nearly all actives have a fitted effect of over 65% in size
Target sequence (O89049 whole entry, looked up): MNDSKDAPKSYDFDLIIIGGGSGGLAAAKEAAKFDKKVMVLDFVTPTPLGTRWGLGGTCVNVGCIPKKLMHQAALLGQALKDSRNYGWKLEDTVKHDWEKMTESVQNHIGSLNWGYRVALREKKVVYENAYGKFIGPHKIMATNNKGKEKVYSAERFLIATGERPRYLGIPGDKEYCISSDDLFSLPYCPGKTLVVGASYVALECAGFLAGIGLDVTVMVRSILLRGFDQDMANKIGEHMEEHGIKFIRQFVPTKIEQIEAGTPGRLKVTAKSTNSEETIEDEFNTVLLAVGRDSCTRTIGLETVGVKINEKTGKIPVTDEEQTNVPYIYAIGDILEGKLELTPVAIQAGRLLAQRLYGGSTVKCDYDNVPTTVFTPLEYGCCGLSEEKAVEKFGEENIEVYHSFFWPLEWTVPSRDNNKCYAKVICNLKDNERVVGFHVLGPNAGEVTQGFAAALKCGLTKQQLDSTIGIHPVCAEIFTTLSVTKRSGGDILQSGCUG
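Rat TrxR1 (90 nM in the dispensed reagent) was pre-reduced with 400 uM NADPH for 5 min at room temperature, then incubated with compound for 15 min. After 400 uM selenite was added, NADPH fluorescence (Ex 340/Em 450 nm) was followed for 8 min.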
D2 antagonist: antagonizes the human D2 dopamine receptor | P14416 | HEK293 TREx D2 cells, calcium flux, dopamine EC80 | inhibition, % at 10 µM | 340,000 compounds, 2% hits; in the data active = inhibition above about 30%; note: 0% is about no effect
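HEK293 T-REx D2 cells, tet-induced, calcium dye no-wash. Cpd pintool add, 180 s kinetic, then EC80 DA, 180 s kinetic. Ca flux read.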
TrxR1 substrate: rat thioredoxin reductase 1 substrate activity; O89049; purified TrxR1 substrate turnover, NADPH consumption readout; Potency, µM (doses to about 114 µM), without a hit: top-dose activity change, negative = substrate turnover; 390,000 compounds, 0.01% hits; AID 588456; note: potency is the fitted concentration of half-maximal effect; % is set by controls: 0 for no effect and ±100 for the full control effect; nearly all actives have a fitted effect of over 50% in size
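Rat TrxR1, dispensed at 90 nM, was prereduced with 400 uM NADPH (final) for 5 min at ~22 deg C, then incubated with compound 15 min before 400 uM selenite. A first-read NADPH fluorescence drop versus no-compound background flagged substrates.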
TRHR PAM: allosteric enhancers of human TRH receptor. enhancement, % at 2 µM. P34981. 360,000 compounds, 0.66% hits. AID 493056. TRHR cells, fluo-8 calcium fluorescence, EC20 TRH enhancement; in the data active = enhancement above about 30%; note: 0% is about no effect
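TRHR-expressing cells loaded with fluo-8 calcium dye were read kinetically (ex 480/em 530) during compound addition, then stimulated with an EC20 of TRH (10 nM final). Enhancement of the Gq-mediated intracellular calcium response was scored.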
* = called active by the depositor; u = inconclusive; x = not tested or not shown; [ ] = remark or other dose. Unless noted, calls come from the whole dose curve; as a rule, active = well fitted inhibition curve with a large enough effect; inconclusive = small, poorly fitted or top-dose-only effect; inactive = no such curve, though single readings can be large or run the other way.

SMILES | TRHR ag | D2 ag | USP1-UAF1 inh | mIDH1 inhibitor | PI4K2A inh | TrxR1 inh | D2 antagonist | TrxR1 substrate | TRHR PAM
CCOc1ccc(C2=NNC(c3cccs3)=Nc3ccc(OC)cc32)cc1 | 0.5 | 2.0 | -2% | 7% | 1 | -8% | -13 | -9% | 0
CC(=O)C1=C(O)C(=O)N(c2ccc(Br)cc2)C1c1cccc(F)c1 (stereo unspecified) | 0.7 | 0.0 | -12% | 0% | 2 | -5% | 5 | -11% | -4
CCOc1ccc(C)cc1S(=O)(=O)n1ccc(C)n1 | -0.8 | -0.8 | 3% | -1% | -7 | 4%[57.1 µM] | 3 | 5%[57.1 µM] | -2
CCCc1nn2c(=O)cc(COC(=O)c3ccccc3NC(=O)c3ccc(OCC)cc3)nc2s1 | -0.8 | -3.9 | u | 2% | 1 | 14%[57.1 µM] | x | 7%[57.1 µM] | 12
O=C(CCc1ccccc1)NNC(=O)c1cccc(F)c1 | -1.2 | -0.5 | -25% | -3% | 1 | 11%[57.1 µM] | -13 | 3%[57.1 µM] | 27
COc1cc(/C=C2/SC(=O)N(CC(=O)N3CCCC3)C2=O)ccc1Oc1ccc([N+](=O)[O-])cn1 | 0.0 | 0.3 | 2% | 0% | -3 | -7% | 3 | -9% | 7
COc1ccc(/C=N/NC(=S)Nc2cc(S(=O)(=O)N3CCOCC3)ccc2N2CCOCC2)cc1O | -0.8 | -0.5 | -21% | -4% | -3 | -4% | 0 | -10% | 7
O=C(COC(=O)Cn1cnc2ccccc2c1=O)NCc1ccccc1 | 0.3 | 1.1 | -8% | -9% | 1 | 14% | -5 | -3% | 9
Cc1cc(NC2CCCC2)n2ncc(-c3ccccc3)c2n1 | -0.4 | -0.6 | -28% | 9% | 0 | 70%[activator] | -9 | 53%[activator] | 4
Cc1cccc(Cn2c(-c3ccccc3)nc3ccccc32)c1 | -1.1 | 0.9 | -5% | 0% | 1 | 18% | x | 12% | -5
O=C(Cc1ccccc1)Nc1cccc(-c2nnc(-c3ccco3)o2)c1 | x | x | -20% | 2% | -5 | 19% | x | 38% | x
COc1ccc(C(=O)C[n+]2ccc3c(c2)nnn3-c2ccccc2)cc1 | 0.2 | 0.1 | -16% | 5% | 4 | 29%[57.1 µM] | -16 | -14%[57.1 µM] | -3
O=C(C[n+]1ccccc1)N/N=C/c1ccc(Cl)c(Cl)c1 | -0.5 | -0.2 | -7% | 6% | 4 | 15%[57.1 µM] | 10 | 14%[57.1 µM] | -6
CCC(CO)NS(=O)(=O)c1cc(-c2nn(C)c(=O)c3ccccc23)ccc1C (stereo unspecified) | -0.3 | 0.1 | -9% | -5% | 1 | 8%[57.1 µM] | -9 | 0%[57.1 µM] | -2
Cc1ccc(N2CN(Cc3cccnc3)CNC2=S)c(C)c1 | -0.5 | -0.8 | -17% | 24% | -11 | 11%[57.1 µM] | 7 | 11%[57.1 µM] | -7
CCN(CC)S(=O)(=O)c1cc(NC(=O)COC(=O)Cn2cnc3ccccc32)ccc1C | 0.4 | 1.5 | -19% | 6% | 1 | -3% | -1 | -1% | -3
Cc1cc(C)nc(SCCn2c(N3CC(C)OC(C)C3)nc3c2c(=O)n(C)c(=O)n3C)n1 (stereo unspecified) | 0.0 | 0.2 | -4% | 2% | 1 | 5%[57.1 µM] | -2 | 4%[57.1 µM] | 3
CC(C)CN(C(=O)COC(=O)c1ccc(Cl)c(N)c1)c1c(N)n(Cc2ccccc2)c(=O)[nH]c1=O | 0.5 | -0.3 | -12% | 3% | 0 | -2% | -6 | 8% | 6
Cc1csc(=O)n1CC(=O)OC(C)C(=O)Nc1cccc(Cl)c1 (stereo unspecified) | 0.2 | 0.7 | -19% | -2% | 4 | 22%[57.1 µM] | 20 | 3% | 6
C/C(=N/NC(=O)CN1CCN(Cc2ccccc2Cl)CC1)c1cccs1 | -0.1 | -0.6 | -10% | -5% | 2 | 13% | -7 | -5% | 0
O=C(Cn1c(=O)oc2cc(S(=O)(=O)N3CCCC3)ccc21)NC1CCCCC1 | 1.0 | 0.2 | -1% | -11% | -4 | 2% | 17 | -3% | 9
CC(=O)c1c(C)oc2ccc(N(C(C)=O)S(=O)(=O)c3cccc([N+](=O)[O-])c3)cc12 | -0.7 | -1.0 | -6% | 1% | -6 | 12% | 7 | -2% | -1
COc1ccccc1NC(=O)CSc1nnc(-c2ccco2)n1N | 0.8 | 0.3 | -11% | 0% | -1 | u | 34* | -16% | -8
COc1ccc(C2C=C(c3ccc(Br)cc3)Nc3nnnn32)c(OC)c1 (stereo unspecified) | -1.2 | -0.6 | -19% | 11% | 6 | -2% | x | -6% | -9
C=CCNC(=O)c1cc(-c2ccc3c(c2)OCO3)on1 | -0.2 | -0.7 | -18% | -5% | -7 | -13% | 0 | 11%[57.1 µM] | -18
SMILES | TRHR ag | D2 ag | USP1-UAF1 inh | mIDH1 inhibitor | PI4K2A inh | TrxR1 inh | D2 antagonist | TrxR1 substrate | TRHR PAM
Cc1c(C(=O)Nc2ccc(S(=O)(=O)N(C)C3CCN(C)CC3)cc2)oc2ccccc12 | 0.8 | 0.3 | -2% | 5% | 9 | -9% | 11 | -13% | -2
O=[N+]([O-])c1ccccc1/C=C/C=N/n1c(-c2ccccc2F)n[nH]c1=S | -0.4 | -0.2 | 3% | -2% | 4 | -3%[57.1 µM] | 2 | 13%[57.1 µM] | -6
COc1ncnc2c1N=C1CC(C)(C)CC(N)=C1S2 | 1.2 | 1.2 | u | 15% | -1 | -4% | 2 | -7% | -2
COc1ccc(S(=O)(=O)NCCCO)cc1-c1nnc2c3ccccc3c(C)nn12 | -0.3 | -0.4 | -30% | -1% | 1 | 16% | x | 4% | 18
COc1ccc(CCNC(=O)CSc2nnc(C(C)N(C)C)n2Cc2ccccc2)cc1OC (stereo unspecified) | 0.1 | -0.2 | -12% | 7% | 1 | 10%[57.1 µM] | 4 | 9%[57.1 µM] | -8
COc1ccc(OC(=O)c2cccc(S(=O)(=O)N3CCCC3)c2)cc1 | 1.0 | 0.9 | -16% | -2% | 4 | 16% | 0 | 1% | 3
O=C(CN1CCCC(O)C1)N1c2ccccc2Sc2ccc(C(F)(F)F)cc21 (stereo unspecified) | 0.7 | 0.6 | -14% | 11% | -7 | 17%[57.1 µM] | 1 | -13% | 2
O=CN(CCNc1ccccc1)c1ccccc1 | x | x | 3% | -2% | -3 | -12%[11.4 µM] | x | 10%[57.1 µM] | x
O=C(NCCc1cnc[nH]1)c1ccc(-c2ccccc2)cc1 | 0.3 | 0.1 | -2% | -4% | -5 | 24% | 7 | 1% | -4
COCCCNc1oc(COc2ccc(Cl)cc2Cl)nc1C#N | -1.4 | -2.7 | -1% | 4% | -7 | 25µM* | -12 | -9% | 4
Cn1c(SCC(=O)N/N=C/c2cc([N+](=O)[O-])ccc2O)nnc1-c1ccccc1 | 0.4 | -0.7 | -12% | 1% | 12 | -5% | 0 | -14% | -9
O=C(NC1CCS(=O)(=O)C1)c1c(NC(=O)C2COc3ccccc3O2)sc2c1CCCC2 (stereo unspecified) | 0.2 | 0.1 | -7% | 1% | 13 | 12%[57.1 µM] | 0 | 5%[57.1 µM] | -5
Cc1cccc(OCCNC(=O)c2cncc(Br)c2)c1 | -0.1 | -1.1 | 3% | 7% | -4 | 20% | 3 | 0% | -2
CCc1ccc(NC(=O)CSc2nc3ccsc3c(=O)n2C(C)CC)cc1 (stereo unspecified) | 0.0 | 0.0 | -25% | -8% | -4 | 16%[57.1 µM] | x | 4%[57.1 µM] | -10
CCn1c(=O)c2cc(C(=O)N(C)c3ccccc3F)sc2c2ccccc21 | 0.5 | 1.1 | -25% | u | 8 | 12% | 23 | 0% | 0
O=C(COc1ccc(S(=O)(=O)NC2CCCCC2)cc1)NCC1CCCO1 (stereo unspecified) | 1.0 | 0.2 | 1% | 10% | -6 | 20% | -4 | 11%[57.1 µM] | -1
O=C(Nc1ccc(Cl)cc1)C(Cl)C(=O)c1ccccc1 (stereo unspecified) | 0.2 | -0.4 | u | 0% | -14 | 1% | -6 | -6% | 12
CC(=O)Nc1nc(N2C(=O)c3ccccc3C2=O)n(-c2ccccc2)n1 | 0.3 | -0.4 | -2% | 6% | -2 | -14% | 18 | -10% | 6
CC1CCN(C(=O)CCCN2C(=O)c3cccnc3Oc3ccc(Cl)cc32)CC1 | 0.1 | 0.7 | -20% | 9% | -4 | 8% | 12 | 13% | 8
Cc1[nH]c2ccccc2c1CCNS(=O)(=O)c1ccc(S(N)(=O)=O)cc1 | 1.1 | 6.3 | -22% | 4% | 1 | 14%[57.1 µM] | 55* | -8%[57.1 µM] | -14
Nc1cc(=O)nc(SCC(=O)Nc2ccc(F)cc2)n1CCc1ccccc1 | 0.2 | 0.6 | -11% | 19% | 1 | 22%[11.4 µM] | x | 8%[11.4 µM] | -3
Cc1sc(NC(=O)c2ccc3ncsc3c2)c(C(N)=O)c1C | 0.0 | -0.8 | -21% | 4% | 0 | 50%[activator] | -15 | 40%[activator] | -6
CCOC(=O)N1CCN(C(=O)CCCn2nnnc2CN2CCC(C)CC2)CC1 | -0.2 | 0.1 | -18% | 6% | -1 | 38% | -2 | 13% | -1
